AddAB inh: less growth of phage-infected E. coli with AddAB; 0.29% of 330,000 active; AID 435030; E. coli expressing H. pylori AddAB, absorbance growth; inhibition, % at 11.9 µM; in the data active = inhibition above about 12%;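 note: 0% = vehicle wells of infected cells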
Wnt act: activators of Wnt/beta-catenin signaling; 1.2% of 300,000 active; Wnt/beta-catenin reporter cell assay, activator, plate reader; activation, % at 9.35 µM; in the data active = activation above about 30%, passing the limit was not always enough;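 note: 0% = neutral control wells and 100% = positive control wells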
PvdQ inh: P. aeruginosa PvdQ acylase inhibition. purified PvdQ acylase, fluorescence plate reader. inhibition, % at 10 µM. 0.063% of 340,000 active. AID 488965; in the data active = inhibition above about 30%, passing the limit was not always enough;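 note: 0% = vehicle neutral wells and 100% = reference inhibitor wells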
phage Ecoli inh: E. coli growth loss with phage present; 0.26% of 360,000 active; inhibition, % at 11.9 µM; growth absorbance; AID 651602; in the data active = inhibition above about 11%
Tat export inh: E. coli Tat transport inhibition; E. coli MC4100 TorA-mCherry Tat export, fluorescence; inhibition, % at 10 µM; 0.036% of 340,000 active; AID 488895;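 active = mean replicate inhibition at least 50% and at least half of replicates individually reaching 50%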;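 note: exported cargo escapes ClpAP degradation while cytoplasmic cargo is degraded and loses fluorescence; 0% = median of neutral control wells and 100% = median of NaSCN control wells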
E coli growth: counter-screen for AddAB inhibitors: E. coli growth inhibition; E. coli V3065 growth, OD600 absorbance, 18 h; inhibition, % at 11.9 µM; 0.27% of 330,000 active;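 active = inhibition above the campaign's mean inhibition across all tested compounds plus 3 SD, cut at about 9.9% in these data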;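 note: uninfected addAB+ strain grown without phage in ampicillin broth; 0% = DMSO wells and 100% = ciprofloxacin 0.95 µg/ml wells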
CAL PDZ FP: inhibitors of human CAL PDZ peptide binding; Q9HD26; purified CAL PDZ, TMR-peptide fluorescence polarization, 1 h; inhibition, % at 20 µM; 0.02% of 330,000 active;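 active = highest replicate inhibition of at least 40%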;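 note: plate controls were DMSO neutral control wells for no effect and unlabeled competitor peptide control wells for full effect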
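System: tagged CAL PDZ domain. Schedule: 1 h room-temperature incubation prior to read. Signal: fluorescence polarization (mP). Measure: percent inhibition from loss of millipolarization.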
Rtt109 HAT inh: C. albicans Rtt109 histone acetyltransferase inhibition; Q5AAJ8; purified Rtt109/Vps75, ThioGlo CoA-SH fluorescence, 4 h; inhibition, % at 34.9 µM; 0.16% of 330,000 active;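 active = inhibition of at least 50% in every replicate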
Target sequence (Q5AAJ8 whole entry, looked up): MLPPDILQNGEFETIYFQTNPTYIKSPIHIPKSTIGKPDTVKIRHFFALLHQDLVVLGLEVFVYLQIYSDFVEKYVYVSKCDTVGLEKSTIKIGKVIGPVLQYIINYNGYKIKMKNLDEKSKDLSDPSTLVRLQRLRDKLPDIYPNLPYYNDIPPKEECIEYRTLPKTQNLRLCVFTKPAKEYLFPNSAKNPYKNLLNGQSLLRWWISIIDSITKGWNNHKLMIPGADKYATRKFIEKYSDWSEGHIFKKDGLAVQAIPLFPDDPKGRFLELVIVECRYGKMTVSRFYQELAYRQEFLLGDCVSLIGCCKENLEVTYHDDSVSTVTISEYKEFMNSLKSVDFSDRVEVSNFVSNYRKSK
PfHsp90 set2: growth inhibition of yeast expressing Plasmodium Hsp90 | S. cerevisiae expressing PfHsp90, BacTiter-Glo ATP, 48 h; yeast lacking PDR1 and PDR3 efflux regulators | inhibition, % at 9.4 µM | 0.32% of 310,000 active;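 active = every replicate shows inhibition above about 80%, whatever the replicate mean, limit read from the data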;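 note: 0% = DMSO neutral controls and 100% = 20 µM radicicol positive controls; yeast relying on Plasmodium falciparum Hsp90 in place of its own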
DAGLB inhibitor: blocks human DAGLB lipase activity. Q8NCG7. HEK293T DAGLB membrane lysate, EnzChek fluorogenic substrate. inhibition, % at 5.17 µM. 0.059% of 340,000 active. AID 504411; in the data active = inhibition above about 34%;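 note: 0% = enzyme with vehicle and 100% = wells lacking enzyme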
Target sequence (Q8NCG7 whole entry, looked up): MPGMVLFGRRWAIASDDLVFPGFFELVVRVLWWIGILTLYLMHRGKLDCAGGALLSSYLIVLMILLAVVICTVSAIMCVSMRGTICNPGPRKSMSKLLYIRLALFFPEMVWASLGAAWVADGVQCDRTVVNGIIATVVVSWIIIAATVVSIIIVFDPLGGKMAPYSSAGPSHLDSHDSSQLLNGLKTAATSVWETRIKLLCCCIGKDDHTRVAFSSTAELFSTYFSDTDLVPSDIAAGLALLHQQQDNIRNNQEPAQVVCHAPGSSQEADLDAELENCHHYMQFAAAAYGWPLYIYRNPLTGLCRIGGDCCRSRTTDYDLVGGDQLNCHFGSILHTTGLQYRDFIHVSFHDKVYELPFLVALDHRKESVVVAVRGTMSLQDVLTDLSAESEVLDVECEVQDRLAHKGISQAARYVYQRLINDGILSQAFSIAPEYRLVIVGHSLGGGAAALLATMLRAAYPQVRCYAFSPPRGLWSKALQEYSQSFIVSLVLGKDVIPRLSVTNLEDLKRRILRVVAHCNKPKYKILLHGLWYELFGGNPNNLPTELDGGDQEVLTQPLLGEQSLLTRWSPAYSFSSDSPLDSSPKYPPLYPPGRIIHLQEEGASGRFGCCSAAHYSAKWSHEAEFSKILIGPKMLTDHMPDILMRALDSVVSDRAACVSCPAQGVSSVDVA
* hit, by the source's call.

`CCCOc1ccc(CSc2ncn[nH]2)cc1` gave AddAB inh 0.8, PvdQ inh -14.0, phage Ecoli inh 2.4, Tat export inh 12.1, E coli growth 1.2, CAL PDZ FP -1.7, Rtt109 HAT inh -1.2, PfHsp90 set2 -2.4 and DAGLB inhibitor -3.4.
`CCOC(=O)c1[nH]c2ccccc2c1N=CN(C)C` gave AddAB inh 2.2, PvdQ inh -16.0, phage Ecoli inh 2.2, Tat export inh 10.6, E coli growth -0.2, CAL PDZ FP -0.5, Rtt109 HAT inh -2.2, PfHsp90 set2 -9.2 and DAGLB inhibitor -4.0.
CCCC(=O)Nc1nn(CCC)c2nc3ccccc3cc12 was read as AddAB inh 6.0, Wnt act 1.8, PvdQ inh -6.8, phage Ecoli inh 1.1, Tat export inh -3.6, E coli growth 2.4, CAL PDZ FP -0.8, Rtt109 HAT inh -2.1, PfHsp90 set2 1.5 and DAGLB inhibitor -1.4.
N#C/C(=C\c1cn(Cc2ccccc2)c2ccccc12)C(=O)NCc1ccco1 was read as AddAB inh 1.9, Wnt act -0.5, PvdQ inh 1.6, phage Ecoli inh 1.4, Tat export inh 19.2, E coli growth 0.0, CAL PDZ FP -0.3, Rtt109 HAT inh 1.6, PfHsp90 set2 -19.2 and DAGLB inhibitor -1.1.
Cc1ccc(S(=O)(=O)NCC(=O)OCC(=O)Nc2cccc(S(=O)(=O)N3CCOCC3)c2)cc1 was read as AddAB inh 1.3, Wnt act 0.3, PvdQ inh -20.2, phage Ecoli inh 5.5, Tat export inh 1.7, E coli growth 0.1, CAL PDZ FP 1.3, Rtt109 HAT inh -10.3, PfHsp90 set2 4.0 and DAGLB inhibitor -0.7.
For Cc1cc(C)n(CCC(=O)N/N=C/c2ccc(Cl)c([N+](=O)[O-])c2)n1 the results were AddAB inh 8.1, Wnt act -0.7, PvdQ inh -14.4, phage Ecoli inh 0.4, Tat export inh -2.2, E coli growth 2.0, CAL PDZ FP -0.3, Rtt109 HAT inh -2.5 and PfHsp90 set2 14.7.
Screening COc1ccccc1NS(=O)(=O)c1cc(NC(=O)c2ccc(Cl)nc2)ccc1Cl returned AddAB inh 0.7, Wnt act -12.1, PvdQ inh -12.4, phage Ecoli inh -0.4, Tat export inh 3.7, E coli growth 0.3, CAL PDZ FP -3.0, Rtt109 HAT inh 3.5 and DAGLB inhibitor -1.2.
Cc1ccc(C)c(NS(=O)(=O)c2ccc(-c3ccc(=O)[nH]n3)o2)c1 was read as AddAB inh 2.4, Wnt act -0.3, PvdQ inh -8.9, phage Ecoli inh 0.4, Tat export inh 7.9, E coli growth 0.3, CAL PDZ FP -1.8, Rtt109 HAT inh -18.0, PfHsp90 set2 -18.4 and DAGLB inhibitor -0.3.
For C=CCNC(=O)c1c(Cl)cccc1Cl the results were AddAB inh 0.9, PvdQ inh 11.8, phage Ecoli inh 2.5, Tat export inh -1.4, E coli growth 0.2, CAL PDZ FP 1.1, Rtt109 HAT inh 3.2, PfHsp90 set2 3.3 and DAGLB inhibitor -0.7.
For COc1cc(S(=O)(=O)N2CCN(C)CC2)c(OC)cc1Cl the results were AddAB inh 1.6, Wnt act -0.1, PvdQ inh 10.4, phage Ecoli inh 3.9, Tat export inh 23.7, E coli growth 0.5, CAL PDZ FP 0.3, Rtt109 HAT inh 3.0, PfHsp90 set2 -5.9 and DAGLB inhibitor -4.0.

Quoted at random: 2 records from the list, in no set order.
N#C/C(=C\c1cn(Cc2ccccc2)c2ccccc12)C(=O)NCc1ccco1 was read as AddAB inh 1.9, Wnt act -0.5, PvdQ inh 1.6, phage Ecoli inh 1.4, Tat export inh 19.2, E coli growth 0.0, CAL PDZ FP -0.3, Rtt109 HAT inh 1.6, PfHsp90 set2 -19.2 and DAGLB inhibitor -1.1.
`CCCOc1ccc(CSc2ncn[nH]2)cc1` gave AddAB inh 0.8, PvdQ inh -14.0, phage Ecoli inh 2.4, Tat export inh 12.1, E coli growth 1.2, CAL PDZ FP -1.7, Rtt109 HAT inh -1.2, PfHsp90 set2 -2.4 and DAGLB inhibitor -3.4.

(cont.)
For CCN(CC)c1ccc(C(=O)OCC(=O)N2CCN(c3ccccc3)CC2)cc1 the results were AddAB inh 2.4, PvdQ inh -10.5, phage Ecoli inh 1.4, Tat export inh -0.6, E coli growth -1.0, CAL PDZ FP -0.1, Rtt109 HAT inh -5.6, PfHsp90 set2 11.5 and DAGLB inhibitor -7.0.
`O=C(CCC(=O)c1ccc(Cl)cc1)OCn1nnc2ccccc2c1=O` gave AddAB inh 4.0, Wnt act -2.7, PvdQ inh -13.4, phage Ecoli inh -0.6, Tat export inh 11.1, E coli growth 1.9, CAL PDZ FP -0.8, Rtt109 HAT inh -4.6, PfHsp90 set2 -2.9 and DAGLB inhibitor 0.0.
O=c1[nH]c(CSc2nc(-c3ccccc3)cs2)nc2ccccc12 was read as AddAB inh 0.3, Wnt act -5.0, PvdQ inh -10.0, phage Ecoli inh 0.6, Tat export inh -0.7, E coli growth -2.4, CAL PDZ FP -4.5, Rtt109 HAT inh -0.6, PfHsp90 set2 18.4 and DAGLB inhibitor -1.2.
O=C(OCC(=O)N(Cc1ccccc1)Cc1ccccc1)c1ccccc1NCCO was read as AddAB inh -1.5, Wnt act -1.9, PvdQ inh -8.9, phage Ecoli inh -2.1, Tat export inh 5.4, E coli growth -2.0, CAL PDZ FP -0.9, Rtt109 HAT inh -44.9, PfHsp90 set2 11.5 and DAGLB inhibitor -0.6.
CNC(=O)CSc1nnc(-c2ccc(S(=O)(=O)N3CCCC3)cc2)n1-c1cccc(C)c1C was read as AddAB inh 0.8, PvdQ inh -9.0, phage Ecoli inh 3.2, Tat export inh 0.2, E coli growth -1.8, CAL PDZ FP -1.3, Rtt109 HAT inh -2.0, PfHsp90 set2 -42.2 and DAGLB inhibitor 0.4.
Screening CNC(=O)[C@@H]1CCC(=O)N1 returned AddAB inh -1.2, Wnt act -0.7, PvdQ inh 9.9, phage Ecoli inh 2.6, Tat export inh 2.4, E coli growth 1.5, CAL PDZ FP 1.9, Rtt109 HAT inh -7.0 and DAGLB inhibitor -2.1.
For C/C(=N\NC(=O)COc1ccc(C#N)cc1)c1ccccc1OC(F)F the results were AddAB inh 0.9, Wnt act -7.2, PvdQ inh 14.7, phage Ecoli inh 3.4, Tat export inh -1.2, E coli growth 1.7, CAL PDZ FP -0.2, Rtt109 HAT inh 3.2, PfHsp90 set2 23.1 and DAGLB inhibitor -0.6.
Cc1ccccc1-n1cnnc1SCC(=O)N1CCN(c2ccccc2)CC1 was read as AddAB inh 1.7, PvdQ inh 4.5, phage Ecoli inh 2.1, Tat export inh -5.5, E coli growth 1.1, Rtt109 HAT inh 5.9, PfHsp90 set2 -11.4 and DAGLB inhibitor 1.2.
For CCOc1ccc(OCc2ccc(C(=O)N3CCCC(C)C3)cc2)cc1 (stereo unspecified) the results were AddAB inh 1.8, Wnt act 23.0, PvdQ inh 2.3, phage Ecoli inh 0.9, Tat export inh 2.0, E coli growth -3.9, CAL PDZ FP -2.9, PfHsp90 set2 -9.5 and DAGLB inhibitor -8.8.
CCN(CC)S(=O)(=O)c1ccc(C(=O)NCCCN=C2NS(=O)(=O)c3ccccc32)cc1 was read as AddAB inh 0.7, PvdQ inh 0.2, phage Ecoli inh 1.4, Tat export inh -4.4, E coli growth -1.0, CAL PDZ FP -0.4, Rtt109 HAT inh -3.8, PfHsp90 set2 19.3 and DAGLB inhibitor 0.0.
Screening NC(=O)COc1ccccc1C1=NO[C@@](CC(=O)O)(C(=O)Nc2ccc3c(c2)OCCO3)C1 returned AddAB inh 0.0, Wnt act 1.9, PvdQ inh 14.3, phage Ecoli inh 0.9, Tat export inh 6.6, E coli growth -1.9, CAL PDZ FP 0.1, Rtt109 HAT inh 3.6, PfHsp90 set2 -5.7 and DAGLB inhibitor -1.2.
`COc1ccc(CNC(=O)CSc2nc(-c3ccccc3)cc(-c3cccs3)c2C#N)cc1` gave AddAB inh 1.3, PvdQ inh 0.3, phage Ecoli inh 0.4, Tat export inh -0.2, E coli growth -1.2, CAL PDZ FP -1.4, Rtt109 HAT inh 3.7, PfHsp90 set2 -23.1 and DAGLB inhibitor 0.1.
Screening CCN(CC)CCCNC(=O)CSc1nc2c(c(C(F)(F)F)n1)CCc1ccccc1-2 returned AddAB inh 4.3, Wnt act -0.9, PvdQ inh 0.0, phage Ecoli inh 3.6, Tat export inh -3.1, E coli growth 2.3, CAL PDZ FP -1.2, Rtt109 HAT inh 21.4, PfHsp90 set2 -2.0 and DAGLB inhibitor 1.8.
`CCOc1cc(NC2CS(=O)(=O)CC2O)c(OCC)cc1NC(=O)c1ccccc1` (stereo unspecified) gave AddAB inh -2.4, PvdQ inh 2.7, phage Ecoli inh 1.7, Tat export inh 3.1, E coli growth -1.1, CAL PDZ FP -3.1, Rtt109 HAT inh -2.1, PfHsp90 set2 -1.9 and DAGLB inhibitor 1.7.
CCOC(=O)c1c(-c2ccc(C)o2)csc1NC(=O)CSc1nncs1 was read as AddAB inh 0.8, PvdQ inh -11.6, phage Ecoli inh 8.3, Tat export inh 10.0, E coli growth -1.2, CAL PDZ FP -3.0, Rtt109 HAT inh -1.6, PfHsp90 set2 8.6 and DAGLB inhibitor 0.4.
Screening CC1=C(C(=O)NCc2ccccc2)C(c2cccnc2)n2ncnc2N1 (stereo unspecified) returned AddAB inh -4.7, PvdQ inh -13.1, phage Ecoli inh 4.5, Tat export inh -0.7, E coli growth 0.0, Rtt109 HAT inh -6.0, PfHsp90 set2 -29.1 and DAGLB inhibitor -2.2.
`CCCCN1C(=O)/C(=C/C=C2/C=Cc3ccccc3N2CC)SC1=S` gave AddAB inh 2.5, Wnt act 7.7, PvdQ inh -6.4, phage Ecoli inh 1.9, Tat export inh -3.0, E coli growth 1.8, CAL PDZ FP -0.9, Rtt109 HAT inh -3.0, PfHsp90 set2 -6.0 and DAGLB inhibitor 1.1.
COC(=O)CCCC1=CC2=CC(=O)C(C)(OC(=O)c3cccs3)C(=O)C2=CN1Cc1ccc2c(c1)OCO2 (stereo unspecified) was read as AddAB inh 0.1, Wnt act -1.6, PvdQ inh -0.2, phage Ecoli inh 0.9, Tat export inh 0.1, E coli growth -0.7, CAL PDZ FP -0.1, Rtt109 HAT inh -2.6, PfHsp90 set2 -6.0 and DAGLB inhibitor 7.4.
Cc1onc(-c2ccccc2)c1C(=O)N1CCN(Cc2ccccc2)CC1 was read as AddAB inh -1.8, Wnt act 1.1, PvdQ inh -13.9, phage Ecoli inh 0.4, Tat export inh 4.0, E coli growth 0.8, CAL PDZ FP -2.2, Rtt109 HAT inh -5.9, PfHsp90 set2 12.6 and DAGLB inhibitor 1.6.
Screening Cc1ccc(C(=O)CSc2nnc(CNc3ccc(C)cc3C)n2Cc2ccco2)cc1 returned AddAB inh 2.6, Wnt act 5.2, PvdQ inh -1.8, phage Ecoli inh 1.2, Tat export inh 13.1, E coli growth -0.7, CAL PDZ FP -1.3, Rtt109 HAT inh 9.3, PfHsp90 set2 3.9 and DAGLB inhibitor -5.4.
`CC(=O)Cc1cc(O)c2ccccc2c1OC(=O)c1ccc(Br)cc1` gave AddAB inh 2.4, Wnt act 2.7, PvdQ inh -17.2, phage Ecoli inh 0.8, Tat export inh -1.7, E coli growth 1.5, CAL PDZ FP -0.7, Rtt109 HAT inh 7.0, PfHsp90 set2 0.2 and DAGLB inhibitor -5.1.
For Cc1ccc(OCCCN(C)C)c(Br)c1 the results were AddAB inh 2.4, Wnt act 0.8, PvdQ inh 4.4, phage Ecoli inh 1.9, Tat export inh -4.4, E coli growth 1.9, CAL PDZ FP -0.6, Rtt109 HAT inh 1.4, PfHsp90 set2 -5.8 and DAGLB inhibitor -4.2.
`COc1ccc(CNC(=S)NNC(=O)c2cc3ccccc3o2)cc1` gave AddAB inh 4.6, Wnt act -1.6, PvdQ inh 3.5, phage Ecoli inh 2.6, Tat export inh 5.4, E coli growth 1.6, CAL PDZ FP -0.4, Rtt109 HAT inh 24.3, PfHsp90 set2 -11.0 and DAGLB inhibitor 0.5.

From PubChem
